Screens from PubChem.
CDK5 inh: inhibitors of human CDK5/p35 kinase. 0.01% of 330,000 active. inhibition, % at 10 µM. Q00535+Q15078. AID 488839. Recombinant CDK5/p35, ADP-Glo luminescence, 60 min;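 active = highest replicate inhibition of at least 50% and at least 75% of replicates reaching 50%; inconclusive = only one of the two criteria met; inactive = both criteria failed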;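 also: plate controls were DMSO neutral control for no effect and GW8510 at 10 µM for full effect; many of its hits are not listed in these tables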
MITF act: increases MITF-driven TRPM1 promoter luciferase signal; SK-MEL-5 TRPM1-promoter luciferase, 24 h; % of positive control, neutral wells = 0; activation, % at 12.5 µM; 0.75% of 300,000 active; AID 588334;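 active = mean activation of at least 80% with every replicate also reaching 80%; inconclusive = mean reaches 80% but some replicate falls short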;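 also: 0% = neutral control wells and 100% = parthenolide positive control wells; values of inactives mirror those of a sister screen read the other way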
Wnt bcat act: activators of Wnt/beta-catenin signaling; Wnt/beta-catenin reporter cell assay, activator, plate reader; activation, % at 9.35 µM; 1.2% of 300,000 active; AID 743398; in the data active = activation above about 30%, passing the limit was not always enough; inconclusive = no clear call, values can overlap the other calls;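 also: 0% = neutral control wells and 100% = positive control wells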
V-ATPase pH: yeast V-ATPase proton transport regulation by pHLuorin. 0.37% of 350,000 active. response, % at 10 µM. S. cerevisiae, pHLuorin cytosolic pH fluorescence; in the data active = response mostly above about 7.3%, no sharp cut-off; inactive = mostly below about 5.4%; also: actives read high; inactives centre near 0; some compounds called inactive have numbers as strong as hits; reference of the scale not given here
PvdQ acylase: P. aeruginosa PvdQ acylase inhibition; purified PvdQ acylase, fluorescence plate reader; AID 488965; inhibition, % at 10 µM; 0.063% of 340,000 active; in the data active = inhibition above about 30%, passing the limit was not always enough; inconclusive = no clear call, values can overlap the other calls;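 also: 0% = vehicle neutral wells and 100% = reference inhibitor wells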
SR-BI DiI inh: blocks mouse SR-BI lipid uptake from DiI-HDL | Q61009 | ldlA[mSR-BI] CHO cells, DiI-HDL uptake fluorescence, 3 h | inhibition, % at 12.5 µM | 0.96% of 320,000 active | AID 488896;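 active = mean replicate inhibition of at least 70% and a set share of replicates each scoring 70 or more; inconclusive = meets just one of the two criteria; inactive = fails both criteria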;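 also: 0% = median of neutral control wells and 100% = median of positive control wells; values of inactives mirror those of a sister screen read the other way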
NSD2 HMT inh: inhibitors of human histone methyltransferase NSD2; O96028; NSD2 peptide methylation, AlphaScreen, 120 min; inhibition, % at 12.5 µM; 0.54% of 310,000 active; in the data active = inhibition above about 50%
HTR5A ag ctr: activates human HTR5A in OPRM1-OPRD1 agonist counter-screen | P47898 | HTR5A agonist assay, luminescence, cell-based | activation, % at 9.3 µM | 0.61% of 340,000 active; in the data active = activation mostly above about 9.5%, no sharp cut-off; inactive = mostly below about 7.6%;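 also: 0% = cells with vehicle only and 100% = reference agonist; strong numbers were not always called active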
dFosB act: enhances mouse delta FosB homodimer DNA binding; P13346; purified delta FosB, TAMRA-CDK5 oligo fluorescence polarization; percent of positive-control signal above neutral wells; activation, % at 25 µM; 0.99% of 340,000 active;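 active = mean activation above about 17%, with every replicate also reaching it, limit read from the data, passing the limit was not always enough; inconclusive = only one of the two conditions met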;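 also: fluorescence polarization rise as delta FosB binds a TAMRA Cdk5 AP-1 oligo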
HTR5A inv ctr: HTR5A inverse agonism, opioid heterodimer counter-screen | 0.083% of 340,000 active | HTR5A cell line, luminescence | AID 504634 | P47898 | inhibition, % at 9.3 µM; in the data active = inhibition mostly above about 23%, no sharp cut-off; inactive = mostly below about 18%;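 also: 0% = cells with DMSO and 100% = no-cell wells with DMSO; some compounds called inactive have numbers as strong as hits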
The depositor's hits bear a star; ? = inconclusive; nt = not tested or not shown. This is a random part of the collection. About 5% of those tested had a hit in this group.

SMILES	CDK5 inh	MITF act	Wnt bcat act	V-ATPase pH	PvdQ acylase	SR-BI DiI inh	NSD2 HMT inh	HTR5A ag ctr	dFosB act	HTR5A inv ctr
COC(=O)c1sc(NC(=O)c2c(C)noc2C)nc1C	0.8	2	0	-1	7	5	-5	4	-1	-13
Cc1ccc(CNC(=O)C2CCC(=O)N2Cc2ccc(F)cc2)cc1 (stereo not given)	-0.2	-6	-1	3	-5	-21	-2	-3	0	12
O=C(NCCc1csc(-c2ccccc2)n1)c1ccc(Br)o1	-2.2	nt	3	0	-11	45	nt	0	-10	-1
O=c1c2[nH]c3ccc(F)cc3c2nc2n1CCCS2	0.6	-3	1	0	2	-1	-1	1	-1	-6
Cc1ccc2oc(C(=O)Nc3ccc(S(=O)(=O)Nc4ncccn4)cc3)c(C)c2c1	-7.9	14	3	6	-11	0	-1	2	-3	-4
OC(CCc1ccncc1)c1ccccc1 (stereo not given)	1.7	-13	-2	2	-6	-20	nt	2	-5	16
CCOc1ccc(NC(=O)CN(C)S(=O)(=O)c2cnc[nH]2)cc1	-0.4	2	0	-1	-6	-10	1	-11	-1	18
CCc1nn(CCCC(=O)NCc2ccccc2Br)c(=O)c2cc3occc3n12	-7.5	-5	-2	2	-15	29	0	-2	?	-2
COC(C[C@@H]1O[C@H]1[C@H](O)COCc1ccccc1)OC	0.0	-6	-1	-1	-12	-28	nt	9	-7	-27
COc1ccc2nc(NC(=O)c3ccco3)sc2c1	2.1	-8	3	0	-5	33	2	-2	-7	5
COCCNC(=O)c1cc2sccc2n1C	0.9	4	-1	-2	9	-5	7	-1	0	2
CCOC(=O)Cc1cc(=O)n2[nH]cc(-c3ccc(Cl)cc3)c2n1	-0.3	-16	0	-2	-9	-13	-3	-6	-17	15
Cc1ccccc1OCC(=O)N1CCCCCCC1	1.9	nt	0	5	-7	-7	-2	-3	-4	11
COc1ccc(-c2oc3cccnc3c2C#CCO)cc1	0.0	3	nt	2	-43	28	nt	3	-1	-8
CCOC(=O)c1c(NC(=O)C(C)OC(=O)C2=COCCO2)sc2c1CCCC2 (stereo not given)	-4.2	-11	nt	-1	-13	2	-1	8	0	-20
COc1ccc(-c2ccc(N(C)C)cc2)cc1[C@H]1[C@@H]2C=CCC[C@@]2(C)C(=O)N1Cc1ccccc1	-4.6	-4	-5	-8	-15	21	nt	0	0	-7
Cc1ccc(S(=O)(=O)N2CCN(C(=O)CN3CCOCC3)C2)cc1	0.5	-3	1	-2	-18	-21	2	2	3	-5
COc1ccc(N2CCN(C(=O)c3[nH]c4ccc(OC)cc4c3C)CC2)cc1	-1.7	-9	2	5	-7	-12	1	1	-2	-3
O=C(O)C1CCCCC1C(=O)NCCc1c[nH]c2ccccc12 (stereo not given)	-0.5	4	nt	-1	-9	-6	2	45*	-12	-213
Clc1ccc(-c2nnc(C3CC3)o2)cc1	1.5	14	7	4	-4	-16	-4	-5	5	-2
CC(=O)c1ccc(N2CCN(CCC#N)CC2)c(F)c1	-1.8	-1	nt	4	9	10	0	0	2	14
CC(C)N1CCC(N2CCN(Cc3cc(F)ccc3-n3cccn3)CC2CCO)CC1 (stereo not given)	2.2	-7	3	-2	2	-19	-1	nt	-1	nt
Cn1c(CNc2nc3ccccc3n2CCN2CCCCC2)nc2ccccc21	0.8	-9	-2	-4	-13	-28	nt	nt	1	nt
CN(Cc1ccccc1)S(=O)(=O)c1ccc(OCC(=O)N2CCOCC2)cc1	-0.5	-4	-3	1	-6	2	1	14	4	2
COc1ccccc1NS(=O)(=O)c1ccc(C)c(C(=O)N2CCCC2)c1	-0.9	10	-1	0	13	-17	1	1	0	-14
SMILES	CDK5 inh	MITF act	Wnt bcat act	V-ATPase pH	PvdQ acylase	SR-BI DiI inh	NSD2 HMT inh	HTR5A ag ctr	dFosB act	HTR5A inv ctr
CCN(CC(O)Cn1c2ccccc2c2ccccc21)S(=O)(=O)c1ccc(C)cc1 (stereo not given)	nt	2	nt	-4	-7	34	-3	4	-13	-7
Cc1cccc(C(=O)c2ccccc2C(=O)O)c1	0.8	0	0	-1	1	-8	-2	0	3	20
CCOc1ccc(N(C(C)C(=O)N2CCOCC2)S(C)(=O)=O)cc1 (stereo not given)	0.2	nt	-1	0	25	-4	-5	5	1	-6
Cc1ccc(CSc2ncccc2C(=O)O)cc1	0.0	9	nt	1	-4	-12	-4	0	-5	10
Cc1ccc(CNC(=O)C2CCCN(S(=O)(=O)c3c(C)noc3C)C2)cc1 (stereo not given)	-1.2	0	1	-1	-8	-17	1	-1	2	-7
COc1ccc(C2CC2/C(=N/O)c2ccccc2)cc1 (stereo not given)	-0.1	50	2	7	6	2	-6	2	-7	-4
O=C(COc1ccccc1)Nc1ccccc1N1CCN(c2ccccc2)CC1	-3.1	0	nt	1	-11	64	nt	4	-6	8
CN1CCN(C2=C(Cl)C(=O)N(c3ccc(Cl)cc3)C2=O)CC1	2.1	17	nt	-1	1	4	nt	-4	-9	11
CCC(=O)N(Cc1ccco1)c1nc(-c2ccc(OC)cc2)cs1	2.4	9	nt	2	-6	31	4	-7	0	-3
COC(=O)c1ccccc1S(=O)(=O)N1CCC(C(=O)NC2=NCCS2)CC1	-1.4	1	4	1	6	-11	0	0	-6	-20
CCOc1ccc(-c2cn[nH]c2N)cc1	0.0	25	1	-2	-6	-8	0	-4	1	-3
CC1CCN(CC(=O)N2CCN(c3ccccc3)CC2)CC1	-0.2	nt	-2	4	-12	-17	0	-7	6	24
Cc1cccnc1NC(=O)Cn1c(=O)oc2ccccc21	1.4	-5	1	-1	6	-33	nt	10	-13	-2
Oc1ccccc1-n1c(-c2ccccc2)ccc1-c1ccccc1	-1.9	-4	0	0	-13	11	2	5	-3	-18
CCC(Oc1ccccc1)C(=O)Nc1cc(C)on1 (stereo not given)	-0.4	nt	-3	-3	-7	0	nt	0	2	-3
CCOc1ccc(CNC2CCCCCCC2)cc1OC	0.0	-2	-1	-4	-7	-2	-1	0	-2	0
COC(=O)c1ccc(CSc2ccc3nnc(-c4cccc(F)c4)n3n2)o1	0.9	19	-4	2	-3	-5	nt	11	-30	-32
COCCNc1nc(C(C)(C)C)nc2c1nnn2Cc1ccccc1Cl	-0.8	-12	nt	-1	-3	-13	-6	5	-8	-6
CCN(C(=O)CSc1ncn[nH]1)c1c(N)n(Cc2ccccc2)c(=O)[nH]c1=O	-1.0	-11	1	2	5	-23	0	-5	-9	13
COC(=O)C1=C(C)N(CCc2ccc(OC)c(OC)c2)C(=O)/C1=C\c1ccc(O)cc1	-0.8	3	-2	-4	-11	4	nt	2	-6	12
CCOC(=O)N1CCN(C(=O)c2ccc(N3C(=O)c4ccccc4C3=O)cc2)CC1	-1.0	-1	nt	-2	7	-4	-2	2	6	5
Cn1nc([N+](=O)[O-])nc1Oc1ccc2ccccc2c1	0.8	-3	nt	-1	-2	2	-3	1	2	24
CCCCCOC(=O)C1=C(C)NC(=O)NC1c1ccccc1 (stereo not given)	-0.7	4	-1	12*	-7	2	0	4	-17	-7
Cc1c(OC(C)C(=O)NCCN2CCOCC2)ccc2c(-c3ccccc3)cc(=O)oc12 (stereo not given)	1.0	-3	3	5	-11	?	0	-2	-17	9
COc1ccc(CNC(=O)c2cc3ccccc3oc2=O)cc1	0.4	6	0	-1	-5	-22	-1	2	-10	-5
SMILES	CDK5 inh	MITF act	Wnt bcat act	V-ATPase pH	PvdQ acylase	SR-BI DiI inh	NSD2 HMT inh	HTR5A ag ctr	dFosB act	HTR5A inv ctr
CN(Cc1ccccc1)S(=O)(=O)c1cccc2cccnc12	-0.6	1	nt	0	-12	-2	-3	-4	-8	10
O=C(O)CSCC(=O)Nc1ccc(S(=O)(=O)N2CCCCC2)cc1	1.2	2	0	5	-13	-10	-1	2	-5	-7
COC(=O)C1=C(C)N(C)C(=O)NC1c1ccc([N+](=O)[O-])o1 (stereo not given)	-1.9	-15	-3	-1	-6	-30	20	2	-3	12
CNc1nc(NCc2ccccc2)c2ccccc2n1	0.4	nt	-3	-2	-13	-1	5	1	4	-3
Cc1cccc(NS(=O)(=O)c2ccc(Oc3ccccc3)cc2)n1	0.2	nt	-2	0	-14	11	-2	2	-10	-8
COc1ccc(CNC(=O)CSCc2c(F)cccc2Cl)cc1	-1.7	0	2	-2	-10	nt	5	-2	-16	2
CC(=O)Nc1nc(S(=O)(=O)c2ccc(C)cc2)c(Cl)s1	0.0	-2	1	1	-17	-11	-3	5	-6	-12
Cn1nnnc1SCC(=O)N1c2ccccc2CCc2ccccc21	-1.3	nt	7	-1	-5	11	-1	-5	1	-4
Cc1ccc(Cn2c(N3CCN(C)CC3)nc3c2c(=O)[nH]c(=O)n3C)cc1	0.9	-3	0	0	-16	-22	9	1	2	-13
CC(=O)NNC(=O)CC(=O)Nc1nc(C23CC4CC(CC(C4)C2)C3)cs1	-2.9	15	nt	-4	-12	-5	-1	-2	5	1
